# From PubChem
# AID772: HT29 colon tumor cell growth inhibition, primary screen, imaging, high content imaging, 72 h, CellTiter-Glo (AID 772); HT29 cell growth, HCS imaging cell count, 72 h; stronger effect = higher value; growth inhibition, % at 10 µM; 3,300 compounds, 0.6% hits;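 active means growth inhibition above 90%, meaning viable cell count cut by more than 90% versus vehicle controls; inactive means growth inhibition below 90%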
# AID364: cytotoxicity toward Jurkat T cells, primary screen, cell-based, Jurkat E6.1, NIH starter set (AID 364); Jurkat E6.1 viability, ATP luminescence, 48 h; higher % means a stronger effect; inhibition, % at 4 µM; hits with a dose series show CC50 in µM; 3,300 compounds, 2% hits;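 active means concentration giving half-maximal inhibition at or below 20 micromolar; inactive means half-maximal concentration above 20 micromolar, or not dose tested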;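 further: 100% = cells treated with 4 µM doxorubicin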
# A549 NSCLC growth: A549 NSCLC cell proliferation inhibitors – ATP luminescence, human non-small cell lung line, primary screen (AID 371) | A549 growth inhibition, ATP luminescence; stronger effect = higher value | growth inhibition, % at 10 µM | 3,300 compounds, 8.4% hits;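 active means mean growth inhibition over the two runs of 50% or more; inactive means mean growth inhibition under 50%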;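 further: compound exposure lasted 72 h before the ATP read; 0% = untreated cell signal and 100% = no luminescence left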
# HT29 cell growth-1: HT29 colon tumor cell growth inhibition, primary screen, imaging, high content imaging, 48 h, CellTiter-Glo (AID 771). HT29 cell growth, HCS imaging cell count, 48 h; stronger effect = higher value. growth inhibition, % at 10 µM. 3,300 compounds, 2% hits;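 active means growth inhibition above 90%, meaning viable cell count by imaging cut by more than 90% versus vehicle controls; inactive means growth inhibition below 90%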;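 further: percent fewer viable cells counted by imaging than vehicle controls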
# HT29 cell growth-2: HT29 colon tumor cell growth inhibition, primary screen, imaging, high content imaging, 24 h, CellTiter-Glo (AID 770). HT29 cell number by imaging, 24 h; stronger effect = higher value. 3,300 tested, under 10 active. growth inhibition, % at 10 µM;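 active means growth inhibition above 90% in viable cell count at a single dose; inactive means growth inhibition below 90%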
# HT29 cell growth-2 condensed nuclei: further read-out of HT29 cell growth-2, marked with its call; condensed nuclei, %; measured here: percent cells with condensed nuclei;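 share of cells whose nuclear area falls below control median minus 1.5 SD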
# HT29 cell growth-2 ATP viability: recorded beside HT29 cell growth-2, whose call it bears; growth inhibition, %; measured here: ATP CellTiter-Glo viability
# HT29 cell growth-1 condensed nuclei: recorded beside HT29 cell growth-1, whose call it bears; condensed nuclei, %; measured here: percent cells with condensed nuclei;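 condensed means Hoechst nuclear area under control median minus 1.5 SD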
# HT29 cell growth-1 ATP viability: also measured in HT29 cell growth-1; calls as there; growth inhibition, %; measured here: ATP CellTiter-Glo viability inhibition
# AID772 condensed nuclei: also measured in AID772; calls as there; condensed nuclei, %; measured here: percent cells with condensed nuclei;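 condensed means nuclear area below control median minus 1.5 SD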
# AID772 second: also measured in AID772; calls as there; growth inhibition, %; measured here: ATP CellTiter-Glo viability
# Starred values were filed as active, the others as inactive; . = not tested or not shown. This is a subset. The share of hits here may be higher or lower than overall.
entry	Structure	HT29 cell growth-2	AID772	HT29 cell growth-1 condensed nuclei	A549 NSCLC growth	HT29 cell growth-1 ATP viability	HT29 cell growth-2 ATP viability
1	CCCCn1c(O)c(C=NCCN2CCCCC2)c(=O)[nH]c1=O	-14.2	4.8	2.1	1.0	-9.8	6.2
2	C=CCC1(CN2CCCCCC2=O)C(=O)NC(=O)NC1=O	33.3	-45.6	15.8	3.0	7.2	-8.0
3	c1ccc2c(c1)[nH]c1cnccc12	36.4	7.5	2.0	-5.8	.	17.6
4	O=c1[nH]c(=O)n(CCc2ccccc2)c(O)c1C=NCCCn1ccnc1	-32.7	16.4	2.0	-3.7	-6.2	-8.8
5	CCCCNC(=O)Nc1ccc(C(O)(C(=O)OCC)C(F)(F)F)cc1 (centres undefined)	-18.9	48.8	2.2	-3.4	19.3	2.9
6	CC(=O)CC(C)(C)n1c[n+](C)nn1	16.5	-117.2	1.1	6.4	-19.0	-9.7
7	O=C(O)CCCc1ccc(N(CCCl)CCCl)cc1	34.0	28.1	1.7	50.8*	.	-16.2
8	O=c1[nH]c(=O)n(Cc2ccco2)c(O)c1C=NCCN1CCOCC1	1.7	6.7	5.0	0.9	-8.1	-19.1
9	CCOc1ccc(-n2c(O)c(C=NCCN3CCNCC3)c(=O)[nH]c2=O)cc1	-11.3	-38.5	2.5	3.8	-8.8	-8.9
10	CCC(COC(=O)c1cc(OC)c(OC)c(OC)c1)(c1ccccc1)N(C)C (centres undefined)	-4.4	-41.6	2.7	21.5	.	-15.3
11	CC(=C1C(=O)c2ccccc2C1=O)N1CCN(CCN=Cc2c(O)n(C)c(=O)n(C)c2=O)CC1	3.0	21.4	2.3	2.7	-15.0	1.8
12	CCOC(=O)c1cc2c(cn1)[nH]c1ccccc12	2.9	8.1	1.7	8.6	.	-23.8
13	CCOC(C(=O)OCC(O)CN(CC)CC)(c1ccccc1)c1ccccc1 (centres undefined)	-20.1	82.2	7.1	15.7	41.8	8.6
14	Nc1ccc(C2(c3ccc(N)cc3)CN3CCC2CC3)cc1	-41.2	-13.4	3.6	-0.5	-1.7	-15.7
15	CCCCCCn1c(O)c(C(C)=NC)c(=O)[nH]c1=O	-34.9	-103.5	2.9	8.9	-12.1	-12.4

entry	AID364	AID772 second	HT29 cell growth-1	AID772 condensed nuclei	HT29 cell growth-2 condensed nuclei
1	4.8%	-24.2	-1.9	0.9	3.3
2	1.7%	-25.3	48.0	5.7	2.6
3	1.8%	22.9	-8.8	3.0	3.4
4	-4.2%	-8.1	8.7	3.6	5.3
5	-1.1%	41.8	34.9	21.5	3.1
6	7.1%	-27.8	3.2	3.6	3.0
7	24.2%	-3.4	33.1	13.3	0.5
8	9.9%	-17.5	4.1	3.6	2.3
9	-1.5%	-47.0	46.2	1.9	3.3
10	14.0%	-12.5	-46.9	1.4	2.8
11	-10.9%	3.5	6.1	18.4	2.3
12	10.0%	-14.3	33.6	4.0	1.9
13	-4.1%	76.9	48.5	6.2	2.4
14	2.2%	-22.3	-4.8	6.7	4.0
15	-5.1%	-38.2	-19.2	3.3	1.6

# Shown with one line to a screen: 7 of the compounds above
1: CCCCn1c(O)c(C=NCCN2CCCCC2)c(=O)[nH]c1=O
2: C=CCC1(CN2CCCCCC2=O)C(=O)NC(=O)NC1=O
3: c1ccc2c(c1)[nH]c1cnccc12
4: O=c1[nH]c(=O)n(CCc2ccccc2)c(O)c1C=NCCCn1ccnc1
5: CCCCNC(=O)Nc1ccc(C(O)(C(=O)OCC)C(F)(F)F)cc1 (centres undefined)
6: CC(=O)CC(C)(C)n1c[n+](C)nn1
7: O=C(O)CCCc1ccc(N(CCCl)CCCl)cc1

assay / compound | 1 | 2 | 3 | 4 | 5 | 6 | 7
HT29 cell growth-2 | -14.2 | 33.3 | 36.4 | -32.7 | -18.9 | 16.5 | 34.0
AID772 | 4.8 | -45.6 | 7.5 | 16.4 | 48.8 | -117.2 | 28.1
HT29 cell growth-1 condensed nuclei | 2.1 | 15.8 | 2.0 | 2.0 | 2.2 | 1.1 | 1.7
A549 NSCLC growth | 1.0 | 3.0 | -5.8 | -3.7 | -3.4 | 6.4 | 50.8*
HT29 cell growth-1 ATP viability | -9.8 | 7.2 | . | -6.2 | 19.3 | -19.0 | .
HT29 cell growth-2 ATP viability | 6.2 | -8.0 | 17.6 | -8.8 | 2.9 | -9.7 | -16.2
AID364 | 4.8% | 1.7% | 1.8% | -4.2% | -1.1% | 7.1% | 24.2%
AID772 second | -24.2 | -25.3 | 22.9 | -8.1 | 41.8 | -27.8 | -3.4
HT29 cell growth-1 | -1.9 | 48.0 | -8.8 | 8.7 | 34.9 | 3.2 | 33.1
AID772 condensed nuclei | 0.9 | 5.7 | 3.0 | 3.6 | 21.5 | 3.6 | 13.3
HT29 cell growth-2 condensed nuclei | 3.3 | 2.6 | 3.4 | 5.3 | 3.1 | 3.0 | 0.5

# Copied from the list.
# entry 11 | AID772 = 21.4
# entry 9 | HT29 cell growth-1 ATP viability = -8.8
# entry 4 | A549 NSCLC growth = -3.7
# entry 1 | HT29 cell growth-2 ATP viability = 6.2
